Screening results as filed in PubChem.
STK33 kinase inh: inhibitors of purified STK33 kinase, primary screen, biochemical, ADP-Glo luminescence, homogeneous, cell-free; Serine/threonine-protein kinase 33 (Homo sapiens), Q9BYT3; MBP phosphorylation; inhibition, % at 10 µM; hit rate 0.073% among 320,000;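 active means inhibition at or above 25%, using the most active replicate where run in duplicate; inactive means inhibition below 25%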
Target sequence (Q9BYT3 whole entry, looked up): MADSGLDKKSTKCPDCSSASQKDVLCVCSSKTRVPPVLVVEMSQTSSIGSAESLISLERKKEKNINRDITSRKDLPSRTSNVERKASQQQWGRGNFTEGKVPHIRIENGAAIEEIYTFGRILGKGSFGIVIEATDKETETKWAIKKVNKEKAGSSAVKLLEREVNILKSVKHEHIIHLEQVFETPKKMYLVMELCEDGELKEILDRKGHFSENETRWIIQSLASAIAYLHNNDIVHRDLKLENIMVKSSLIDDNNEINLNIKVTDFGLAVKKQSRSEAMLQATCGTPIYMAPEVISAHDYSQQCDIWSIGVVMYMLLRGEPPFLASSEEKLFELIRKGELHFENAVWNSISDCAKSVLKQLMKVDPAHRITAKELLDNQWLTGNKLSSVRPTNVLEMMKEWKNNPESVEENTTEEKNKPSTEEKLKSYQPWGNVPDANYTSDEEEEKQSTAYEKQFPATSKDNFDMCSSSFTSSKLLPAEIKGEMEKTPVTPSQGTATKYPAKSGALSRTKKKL
OX1R antag: antagonists of human orexin 1 receptor (OX1R) | hit rate 1.8% among 330,000 | OX1R-expressing cells, FRET antagonist read-out | AID 485270, 2010 | Orexin/Hypocretin receptor type 1 (Homo sapiens), O43613 | inhibition, % at 6.6 µM; in the data active means inhibition mostly above about 38%, no sharp cut-off; inactive means mostly below about 40%;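 further: 0% = agonist challenge alone and 100% = reference antagonist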
Target sequence (O43613 whole entry, looked up): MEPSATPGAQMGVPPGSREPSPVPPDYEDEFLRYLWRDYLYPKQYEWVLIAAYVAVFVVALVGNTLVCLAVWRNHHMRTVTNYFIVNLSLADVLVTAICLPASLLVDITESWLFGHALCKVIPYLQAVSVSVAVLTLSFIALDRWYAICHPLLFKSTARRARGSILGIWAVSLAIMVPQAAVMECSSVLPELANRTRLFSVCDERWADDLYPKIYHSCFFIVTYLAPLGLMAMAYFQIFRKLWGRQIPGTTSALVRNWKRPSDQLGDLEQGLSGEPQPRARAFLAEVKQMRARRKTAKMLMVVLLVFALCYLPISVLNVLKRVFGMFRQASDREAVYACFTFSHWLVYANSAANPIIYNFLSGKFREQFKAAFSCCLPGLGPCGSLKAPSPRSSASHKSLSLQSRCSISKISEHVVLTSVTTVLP
* hit, by the source's call; . = no result given.

SMILES | STK33 kinase inh | OX1R antag
O=C(NCc1ccc(OC(F)(F)F)cc1)C12CN(Cc3ccccc3)CC1C(c1cccc([N+](=O)[O-])c1)=NO2 (stereo unspecified) | 0.9 | 23
O=C(NC(=S)Nc1ccc(CN2CCOCC2)cc1)c1ccc([N+](=O)[O-])cc1 | 0.4 | 27
O=C(Nc1ccc(S(=O)(=O)N2CCCCC2)cc1)C1CC(=O)N(c2ccc(F)cc2)C1 (stereo unspecified) | -0.6 | 5
CCOc1ccc(NC(=O)CSc2nnc(Cc3ccccc3)c(=O)n2N)cc1 | -1.1 | 2
COc1cc(C2NC(=S)NC(c3ccccc3)=C2C(C)=O)cc(Br)c1OCC(N)=O (stereo unspecified) | 0.5 | 6
CSCCC(NC(=O)COc1ccccc1)C(=O)N1CCN(c2ccccc2F)CC1 (stereo unspecified) | -3.7 | 18
CNc1c([N+](=O)[O-])cnn1-c1cccc(Cl)n1 | -4.7 | 15
COc1cccc(CNC(=O)CCNS(=O)(=O)c2cccc3nsnc23)c1 | -1.5 | 38
CCOc1ccc(C(=O)NCC(C)C)cc1 | -1.2 | 10
COc1ccc(C(=O)Nc2ccc3c(c2)OCCO3)cc1 | 2.0 | 2
COc1ccc(C(=O)Nc2cccc(/C(C)=N/NC(=O)c3ccc([N+](=O)[O-])c(C)c3)c2)cc1OC | -0.5 | 55
Cn1c(SCC(=O)c2ccccc2F)nnc1C1CC1 | -1.6 | 13
CN(C)/C=C1\C(=O)N(c2ccc(Cl)c(Cl)c2)CS1(=O)=O | -1.3 | 12
CC(=O)c1ccc(NC(=O)COC(=O)C2C3CC4OC(=O)C2C4C3)cc1 (stereo unspecified) | 1.1 | 13
COc1ccc(C(=O)NCCn2ccc3ccccc32)c(OC)c1 | -1.6 | 6
CSc1nc2cc(C)nn2c(-c2ccc(C(C)(C)C)cc2)c1C#N | 1.6 | 14
O=C(O)CSc1cc(C(=O)c2cc(F)ccc2O)cn2c(=O)c3c(-c4ccccc4)csc3nc12 | -0.1 | 6
CC(=O)N1N=C(c2ccc(NS(=O)(=O)c3ccccc3)cc2)CC1c1ccco1 (stereo unspecified) | 1.3 | 18
O=C(Nc1ccc(Cl)c(C(F)(F)F)c1)c1ccncc1 | 1.4 | 32
O=C(COC(=O)/C=C/c1cccc(F)c1)NNC(=O)c1ccccc1 | 1.0 | 26
O=C1CCC(=O)N1c1ccccc1OS(=O)(=O)c1ccccc1 | -0.5 | 1
COc1ccc(-n2c(Cc3cccn3C)nnc2SCC(=O)NCc2ccc(F)cc2)cc1 | 0.5 | 9
Cc1ccc(-c2cc(C(=O)Nc3ccc(S(=O)(=O)Nc4onc(C)c4C)cc3)c3ccccc3n2)cc1 | 0.2 | 19
CCN1C(=O)[C@@H]2[C@@H](c3ccc(-c4ccc(F)cc4)cc3)N3CCCC[C@@]3(C(=O)OC)[C@@H]2C1=O | 0.3 | 21
Cc1ccccc1OCCC(=O)OCC(=O)N(C)c1c(N)n(Cc2ccccc2)c(=O)[nH]c1=O | -1.1 | 14
O=C(c1ccccc1)N1N=C(C(F)(F)F)CC1(O)c1ccccc1 (stereo unspecified) | 0.1 | 13
Cc1cccc(NC(=O)C2CC(=O)OC23CCCC3)c1 (stereo unspecified) | 0.1 | 17
O=C(COC(=O)C(Cc1ccccc1)NC(=O)c1ccco1)NC1CC1 (stereo unspecified) | -1.2 | 7
COC(=O)c1cc(NC(=O)COC(=O)C2CCC2)cc(C(=O)OC)c1 | -0.4 | 16
Cc1nc2ccc(NC(=O)N3CCOCC3)cc2s1 | 2.2 | 19
O=C(Nc1nnc(SCc2c(Cl)cccc2Cl)s1)C1CCCO1 (stereo unspecified) | 0.8 | 18
N#CCc1nc(-c2cc3ccccc3oc2=O)cs1 | -1.0 | 29
Cc1ccc(S(=O)(=O)N2CCN(c3nc(C(C)C)c4c(c3C#N)CC(C)(C)OC4)CC2)cc1 | -0.5 | 13
COc1ccc(OCC(=O)NCCCCCCNC(=O)COc2ccc(OC)cc2)cc1 | 0.2 | 39
COc1cc(-c2cc(=O)c3c(O)c(OC)c(OC)c(O)c3o2)ccc1O | 46* | 21
CCOc1ccc(NC(=O)CN(C)C(=O)c2cc(C)nc3ccccc23)cc1OCC | 0.0 | 1
CCOC(=O)c1cnc2c(ccc3ccccc32)c1N | 0.0 | 10
C/C(=N\NC(=O)c1ccc(CN2CCOCC2)cc1)c1cccc([N+](=O)[O-])c1 | -0.9 | 17
O=C(Nc1ccccc1)Nc1nc2ccccc2s1 | -1.7 | 9
NC(=S)N/N=C/c1ccc(C(F)(F)F)cc1 | -1.0 | 12
CCOC(=O)CN1C(=O)N[C@@H](c2ccccc2)C(C(C)=O)=C1C | 0.8 | 7
Cc1ccc(NC(=O)CN2C(=O)S/C(=C\c3ccccn3)C2=O)cc1C | 0.4 | .
CC(C)(C)[C@H]1C=C(C(N)=O)O[C@@H](OCCCCO)C1 | -0.2 | 25
COc1ccc(Cl)cc1C(=O)OCC(=O)Nc1cccnc1Cl | 0.3 | 9
O=C(NCc1cccnc1)C1CC(=O)N(c2ccc(Cl)cc2)C1 (stereo unspecified) | -0.8 | 18
COC(=O)Nc1ccc(S(=O)(=O)N2CCCC(C(=O)N3CC(C)OC(C)C3)C2)cc1 (stereo unspecified) | -1.2 | 10
Cc1cc(C)cc(NC(=O)CCN2CCCC2)c1 | -0.6 | 16
CC(NC(=O)CNC(=O)c1sc2ccccc2c1Cl)c1cccnc1 (stereo unspecified) | -0.5 | 19
Cc1c(C(=O)NCc2ccccn2)oc2ccc(S(=O)(=O)N3CCOCC3)cc12 | -0.5 | 0
COc1ccc2oc(C(=O)OCC(=O)NCCN3C(=O)CSC3=O)c(C)c2c1 | -0.9 | 7

An excerpt of these results, in CSV form:
Molecule,STK33 kinase inh,OX1R antag
C/C(=N\NC(=O)c1ccc(CN2CCOCC2)cc1)c1cccc([N+](=O)[O-])c1,-0.9,17
O=C(Nc1ccccc1)Nc1nc2ccccc2s1,-1.7,9
NC(=S)N/N=C/c1ccc(C(F)(F)F)cc1,-1.0,12
CCOC(=O)CN1C(=O)N[C@@H](c2ccccc2)C(C(C)=O)=C1C,0.8,7
Cc1ccc(NC(=O)CN2C(=O)S/C(=C\c3ccccn3)C2=O)cc1C,0.4,.
CC(C)(C)[C@H]1C=C(C(N)=O)O[C@@H](OCCCCO)C1,-0.2,25
COc1ccc(Cl)cc1C(=O)OCC(=O)Nc1cccnc1Cl,0.3,9
O=C(NCc1cccnc1)C1CC(=O)N(c2ccc(Cl)cc2)C1 (stereo unspecified),-0.8,18
COC(=O)Nc1ccc(S(=O)(=O)N2CCCC(C(=O)N3CC(C)OC(C)C3)C2)cc1 (stereo unspecified),-1.2,10
Cc1cc(C)cc(NC(=O)CCN2CCCC2)c1,-0.6,16
CC(NC(=O)CNC(=O)c1sc2ccccc2c1Cl)c1cccnc1 (stereo unspecified),-0.5,19
Cc1c(C(=O)NCc2ccccn2)oc2ccc(S(=O)(=O)N3CCOCC3)cc12,-0.5,0
COc1ccc2oc(C(=O)OCC(=O)NCCN3C(=O)CSC3=O)c(C)c2c1,-0.9,7

(continued)
SMILES | STK33 kinase inh | OX1R antag
CN(C(=O)COC(=O)c1cnc(Cl)c(Cl)c1)C1CCS(=O)(=O)C1 (stereo unspecified) | -0.7 | 8
O=C(Nc1nccs1)c1cc(-c2ccccc2)nn1-c1ccccc1 | 0.0 | 15
COc1ccc(N2CCOCC2)c(NC(=O)c2cccs2)c1 | 2.8 | 13
Cc1cccc(-c2cc3nc(C)cc(NCCCN(C)C)n3n2)c1 | 0.8 | 9
COc1ccc(/C=C/C(=O)N2CCN(S(=O)(=O)c3ccccc3Br)CC2)cc1OC | -0.7 | 0
COc1cc(OC)cc(-c2nc3ccccc3c(=O)n2NC(=O)c2cccnc2Cl)c1 | -0.1 | 7
CC(=O)Nc1cccc(Cl)c1C(=O)O | -1.1 | 4
COc1ccc(C(=O)n2cnc(N)n2)cc1 | 0.6 | 6
COc1ccc(C(=O)COC(=O)c2cc(S(=O)(=O)NCc3ccccc3)ccc2O)cc1 | 0.1 | 17
CC(=O)OC(C)(C)/C=C/C(=O)[C@](C)(O)C1[C@H](O)C[C@@]2(C)C3CC=C4C(C=C(O[C@@H]5O[C@H](CO)[C@@H](O)[C@H](O)[C@H]5O)C(=O)C4(C)C)[C@]3(C)C(=O)C[C@]12C (stereo partly specified) | -0.6 | 5
CC1CN(c2oc(Cc3cccc4ccccc34)nc2C#N)CC(C)O1 (stereo unspecified) | -0.6 | 16
CCCCC(=O)NCc1ccc(F)cc1 | -2.1 | 12
O=C(NC12CC3CC(CC(C3)C1)C2)C1CC(=O)N(c2ccccc2)C1 (stereo unspecified) | -0.7 | 14
O=C(O)CCCC(=O)Nc1ccc(C(=O)NCc2cccnc2)cc1 | 0.6 | 12
CCn1c(CC(=O)Nc2ccccc2F)nnc1SCC(=O)NC1CCCC1 | -0.7 | 9
CCCCCCSC1=C(C#N)C(c2ccc(C)o2)CC(=O)N1 (stereo unspecified) | -1.8 | -3
Nc1ccccc1N1CCN(C(=O)c2ccccc2)CC1 | -0.6 | 13
COc1ccc(/C(C)=N/N=C(N)N)c(O)c1 | -0.9 | 8
Cc1nn(CC(=O)Nc2ccc3c(c2)nc(CCN2CCCCC2)n3C)c(=O)c2ccccc12 | . | 12
CCc1ccc(-c2cc(C)no2)cc1S(=O)(=O)Nc1ccccn1 | -2.6 | 9
O=C(Oc1ccc2c(c1)O/C(=C\c1ccncc1)C2=O)c1ccccc1 | 7.0 | 48
COc1ccc(C(=O)NNC(=O)c2ccccc2[N+](=O)[O-])cc1[N+](=O)[O-] | -1.2 | 64
Cc1ccccc1OCCC(=O)OCC(=O)NC1CC1 | -0.6 | 10
CCCCCCC(=O)Nc1nnc(CC)s1 | -4.7 | 8
COc1cc(N=Cc2c(CO)cnc(C)c2O)cc(OC)c1OC | -1.3 | -1
COc1ccccc1NC(=O)C1=C(C)Nc2ncnn2C1c1ccc(C)o1 (stereo unspecified) | 0.4 | -1
COc1ccc(-c2csc(NC(=O)c3c(C)noc3C)n2)cc1 | -0.1 | 10
C=CCOc1c(Br)cc(/C=N\n2nnnc2N)cc1OC | -0.2 | 6
COc1ccc(-n2c(C)nc3c(cnn3-c3ccc(C)cc3)c2=O)cc1 | 0.8 | 4
CCOC(=O)CN(C(=O)CSc1nnc2c(n1)[nH]c1ccccc12)c1ccccc1 | -0.3 | 11
CCOC(=O)N1CCN(S(=O)(=O)c2ccc(OCC)cc2)CC1 | -0.3 | 11
CC(OC(=O)c1cccc(S(=O)(=O)N2CCOCC2)c1)C(=O)NC1CCCCC1C (stereo unspecified) | 14 | 6
O=C(Nc1ccc(F)cc1)Nc1cc(OCC(F)(F)F)cc(OCC(F)(F)F)c1 | 0.8 | 31
COc1ccccc1NC(=O)C1=C(C)Nc2nnnn2C1c1ccncc1 (stereo unspecified) | -1.4 | 8
O=C1CC2(CCN(C(=O)c3cccc([N+](=O)[O-])c3)CC2)Oc2ccccc21 | . | 28
CCN(CC(=O)NCc1cccs1)C(=O)c1cccc(S(=O)(=O)N2CC(C)OC(C)C2)c1 (stereo unspecified) | -1.1 | 3
CSCC[C@H](NC(=O)OC(C)(C)C)c1nnc(SCC(=O)Nc2ccc(C)cc2C)o1 | -1.1 | 9
Cc1ccccc1C1CC(=O)NC2=C1C(=O)CCC2 (stereo unspecified) | -1.9 | 27
COc1ccccc1N1CCN(c2ccc([N+](=O)[O-])nc2)CC1 | -0.1 | 57
CCN(CC(=O)Nc1ccc(OC)cc1)C(=O)Cc1cccs1 | -1.9 | 4
COc1cccc(CN2CCNC(=O)C2CC(=O)N(C)CCc2ccccn2)c1 (stereo unspecified) | 1.5 | 11
COc1ccc(CNc2nccs2)cc1OC | -1.1 | 9
C=C1CCN([C@@H](CC(C)C)C(=O)NCc2ccc(Cl)cc2)S(=O)(=O)c2ccccc21 | -1.7 | 7
COc1c(N2CCN(C(=S)NC3CC4CCC3C4)C(C)C2)c(F)cc2c(=O)c(C(=O)O)cn(C3CC3)c12 (stereo unspecified) | -1.7 | 6
CN1CCN(c2nc(Nc3cccc(C(F)(F)F)c3)nc(N3CCOCC3)n2)CC1 | 0.7 | 10
COCC(=O)Nc1nnc(SCC(=O)N2CCCCC2)s1 | -0.9 | 14
CCSc1nnc(-c2ccccc2NC(C)=O)c(=O)[nH]1 | 0.0 | 26
Cc1c(N(C)C(=O)c2ccccc2F)c(=O)n(-c2ccccc2)n1C | 0.3 | 11
COc1ccccc1N1CCN(C2CCN(C(=O)c3ccc(F)cc3)CC2)CC1 | 0.2 | 1
Cc1nonc1C(=O)N/N=C/c1ccc(O)cc1 | 25 | 8

Retrieved by structure from the list above, 2 records:
SMILES | STK33 kinase inh | OX1R antag
COc1c(N2CCN(C(=S)NC3CC4CCC3C4)C(C)C2)c(F)cc2c(=O)c(C(=O)O)cn(C3CC3)c12 (stereo unspecified) | -1.7 | 6
Cc1nonc1C(=O)N/N=C/c1ccc(O)cc1 | 25 | 8

(list continues)
SMILES | STK33 kinase inh | OX1R antag
COc1ccc(F)cc1C(=O)C1CCCN(Cc2ccc(Sc3nncn3C)o2)C1 (stereo unspecified) | -1.1 | 8
O=C(O)COc1ccc(C(NC(=O)c2c(F)cccc2F)NC(=O)c2c(F)cccc2F)cc1 | 0.8 | 4
CCN1CCN(CCC2Oc3cc([N+](=O)[O-])ccc3NC2=O)CC1 (stereo unspecified) | 0.3 | 78*
Nc1cccc(-n2nnnc2CN2CCOCC2)c1 | -1.4 | 13
COc1cc(/C=C2\N=C(c3ccccc3)OC2=O)ccc1OCc1c(C)no[n+]1[O-] | -0.5 | 9
O=C(NCc1ccccc1)c1nc(-c2cccs2)no1 | 0.6 | 20
CCCc1nc(SCC(=O)NC2CCCC2)c2ccccc2n1 | 0.0 | 29
